# pAkt inh: Akt phosphorylation inhibition. activity change, % for hits at 50 µM. Neuro2A IGF-stimulated pAkt S473 HTRF, 20 min; hits give low values. AID 651550. actives 0.32% (n = 360,000); in the data active = activity change below about -80%; inconclusive = mostly about -51% to -80%; also: % is scaled to controls: 0 for no effect and ±100 for the full control effect
#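 Neuro2A cells in DMEM with 0.5% FBS, overnight at 37 deg C, given compound at single 50 µM final, then IGF (6 nM final) for 20 min at 37 deg C. Lysed; phospho-Akt Ser473 by HTRF after 24 h, 665/615 ratio.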
# PTHR1 agonist: PTHR1 (human) receptor agonism | Q03431 | HEK293 GP2 PTHR1 cells, GloSensor cAMP luminescence, 1 h | Potency, µM (highest dose often 115 µM), for inactives: top-dose activation, hits mostly activators | actives 0.075% (n = 410,000); also: potency is read from the fitted curve at half-maximal effect; nearly all actives have a fitted effect of over 55% in size; some results filed as inactive show a strong effect at the top dose; inactives centre near -15; many of its hits are not listed in these tables
# Target sequence (Q03431 whole entry, looked up): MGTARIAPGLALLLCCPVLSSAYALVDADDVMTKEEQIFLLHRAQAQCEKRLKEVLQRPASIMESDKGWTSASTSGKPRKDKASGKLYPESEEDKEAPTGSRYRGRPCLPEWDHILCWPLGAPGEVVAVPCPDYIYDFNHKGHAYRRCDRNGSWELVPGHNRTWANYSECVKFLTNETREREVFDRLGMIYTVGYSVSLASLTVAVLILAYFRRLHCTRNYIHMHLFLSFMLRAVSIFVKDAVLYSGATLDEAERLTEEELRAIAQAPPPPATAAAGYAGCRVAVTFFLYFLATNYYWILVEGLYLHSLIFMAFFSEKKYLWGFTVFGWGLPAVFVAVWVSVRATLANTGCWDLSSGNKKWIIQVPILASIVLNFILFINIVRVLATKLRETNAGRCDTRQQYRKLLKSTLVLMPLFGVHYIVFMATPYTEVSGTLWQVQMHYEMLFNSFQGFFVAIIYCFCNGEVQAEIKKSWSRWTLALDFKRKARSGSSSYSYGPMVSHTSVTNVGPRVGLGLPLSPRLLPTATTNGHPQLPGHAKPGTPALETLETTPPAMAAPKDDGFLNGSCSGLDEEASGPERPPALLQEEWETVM
#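 HEK-293-derived GP2 cells expressing PTHR1 and a GloSensor cAMP reporter, 3,000/well, plated overnight, given luciferin plus IBMX (each 0.5 mM as added) for 1 h at 37 °C, then compound for 1 h at 37 °C. Luminescence was read after 15 min at room temperature.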
# CCT chaperon mod: cytosolic chaperonin activity modulation | purified chaperonin ATPase assay, HTRF ADP detection, 30 min | activity change, % (test concentration not listed), hits read low | actives 0.3% (n = 360,000) | AID 651819; in the data active = activity change below about -30%; also: % is scaled to controls: 0 for no effect and ±100 for the full control effect
#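 Nucleotide hydrolysis assay: TRiC at 20–40 nM final (set by batch activity) with 10 uM ATP, 30 min at 37 °C, in presence of 76 uM compound. Detection by competitive ADP HTRF, 30 min ambient.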
# D3 antag: antagonists of human D3 dopamine receptor; P35462; D3R cells, DiscoveRx beta-arrestin luminescence, antagonist mode; hits give low values; actives 2.5% (n = 360,000); AID 652054; max response, negative = inhibition, %; in the data active = max response below about -50%; inconclusive = no clear call, values can overlap the other calls; also: % is scaled to controls: 0 for no effect and ±100 for the full control effect; mostly tested at two doses, the higher about 12 µM
# Target sequence (P35462 whole entry, looked up): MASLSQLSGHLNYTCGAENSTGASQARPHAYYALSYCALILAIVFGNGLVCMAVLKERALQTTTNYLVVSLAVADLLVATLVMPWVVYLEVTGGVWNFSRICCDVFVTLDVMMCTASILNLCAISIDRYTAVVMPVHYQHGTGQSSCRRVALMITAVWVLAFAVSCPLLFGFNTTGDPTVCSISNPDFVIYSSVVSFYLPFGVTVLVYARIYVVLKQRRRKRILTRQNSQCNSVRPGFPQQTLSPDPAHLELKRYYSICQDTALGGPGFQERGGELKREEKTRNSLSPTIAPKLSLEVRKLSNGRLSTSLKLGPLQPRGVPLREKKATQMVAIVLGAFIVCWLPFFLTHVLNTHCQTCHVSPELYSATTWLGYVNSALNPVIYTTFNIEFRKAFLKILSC
#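 Cells plated overnight at 1500 cells/well, then exposed to library compounds with dopamine controls for 90 minutes at 37 degrees C. DiscoveRx reagent added for 30–60 minutes at room temperature; luminescence read, quantitative HTS format.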
# EPAC2 ag: activates human EPAC2 exchange factor; Q8WZA2; EPAC2 activation, biochemical qHTS; response scale: 100% = 6.5 mM cAMP response; Potency, µM (top dose mostly 154 µM), for the others: at the highest dose activation, usual class: activators; actives 0.079% (n = 360,000); AID 720711; also: potency is read from the fitted curve at half-maximal effect; nearly all actives have a fitted effect of over 50% in size
#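 Guanine nucleotide exchange by EPAC2 is measured as reduced fluorescence of BODIPY-GDP once it is released from 250 nM Rap1B. Plates are read kinetically for 30 min at room temperature; results are scaled to 6.5 mM cAMP.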
# MmCpn inh: inhibitors of Methanococcus maripaludis chaperonin (MmCpn) | purified Mm-Cpn ATPase, ADP Transcreener TR-FRET | Potency, µM (titrated, usually from 76.9 µM), for inactives: at the top dose activity, negative = inhibition, usual class: inhibitors | actives 0.031% (n = 330,000); also: potency is read from the fitted curve at half-maximal effect; % is scaled to controls: 0 for no effect and ±100 for the full control effect; nearly all actives have a fitted effect of over 80% in size
#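 Compound-treated chaperonin, 25 nM final, turns over 10 uM ATP at 37°C for 30 min following a 10 min preincubation; ADP generated competes with ADP-d2 for Eu-cryptate antibody, lowering FRET.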
# EPAC2 antagonist: antagonists of human EPAC2 | Q8WZA2 | EPAC2 GEF exchange of Rap1B-BODIPY-GDP, fluorescence | Potency, µM (top dose mostly 114 µM), without a hit: top-dose activity, negative = inhibition, hits mostly inhibitors | actives 0.18% (n = 360,000) | AID 720708; also: potency is read from the fitted curve at half-maximal effect; % is scaled to controls: 0 for no effect and ±100 for the full control effect; nearly all actives have a fitted effect of over 45% in size; many of its hits are not listed in these tables
# D3 ag: D3 dopamine receptor (human) agonism | max activation, % | actives 0.58% (n = 410,000) | P35462 | AID 652048 | D3R DiscoveRx beta-arrestin cells, luminescence, 90 min; in the data active = max activation above about 30%; also: 0% is about no effect; mostly tested at two doses, the higher about 12 µM
#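 Agonist mode: compounds and dopamine controls were applied to plated cells for 90 min at 37 degrees C after an overnight attachment at 1500 cells/well. Luminescent read-out followed 30 - 60 minutes at room temperature with DiscoveRx detection reagent.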
# Numbers without * were called inactive; i = inactive; u = inconclusive; x = no result given; [ ] = dose if it differs, or a comment. Unless noted, calls follow the shape of the dose curve; as a rule, active = well fitted curve in the direction sought with a large enough effect; inconclusive = small, poorly fitted or top-dose-only effect, or another doubt; inactive = no such curve, though single readings can be large; an effect the other way counts as inactive or inconclusive. Only part of the results is shown; count on the stated rates, not on these rows.
SMILES,pAkt inh,PTHR1 agonist,CCT chaperon mod,D3 antag,EPAC2 ag,MmCpn inh,EPAC2 antagonist,D3 ag
CCCCNC(=O)c1onc(CSc2ccccn2)c1C(=O)NCCCC,i,-4%,-3.9,-4,-2%,x,-22%,-6
CC1CN(C)CCC1OC(=O)c1ccccc1 (configuration not stated),i,-26%,-23,7,8%,1%,12%,6
CCC(Sc1nnc2c3ccccc3n(CC)c2n1)C(=O)Nc1sc2c(c1C#N)CCCC2 (configuration not stated),i,i,1.8,-14,3%,0%,-8%,-2
N#Cc1c(N2CCN(C(=O)c3ccco3)CC2)nc(-c2ccccc2)c2c1CCCC2,i,-1%[57.5 µM],0.5,18,9%,-4%,4%,38*
O=C(c1ccccc1)N(Cc1ccccc1)c1ccccn1,x,-4%[57.5 µM],-3.3,-30,2%,1%,10%,-9
Clc1ccc(-n2nnnc2CN2CCOCC2)cc1Cl,i,i,-1.0,5,4%,-2%,-1%,3
CCCCCC(=O)NCc1c(C(F)(F)F)nn(C)c1N1CCOCC1,i,i,-0.7,8,5%,-4%,4%,7
O=C(CNC(=O)c1ccccc1F)NCC(c1cccs1)N1CCOCC1 (configuration not stated),i,i,-0.6,0,-2%,-1%,-1%,-2
O=C(NCCc1ccccc1)c1ccccc1[N+](=O)[O-],i,-23%,-0.7,3,2%,3%,-10%,0
CC1=C(C)[N+](=O)C2CCCCC2N1[O-] (configuration not stated),i,-28%,-0.6,-13,11%,0%,-2%,-11

# Arranged by length of the SMILES (highest first): some entries from above.
SMILES,pAkt inh,PTHR1 agonist,CCT chaperon mod,D3 antag,EPAC2 ag,MmCpn inh,EPAC2 antagonist,D3 ag
N#Cc1c(N2CCN(C(=O)c3ccco3)CC2)nc(-c2ccccc2)c2c1CCCC2,i,-1%[57.5 µM],0.5,18,9%,-4%,4%,38*
O=C(c1ccccc1)N(Cc1ccccc1)c1ccccn1,x,-4%[57.5 µM],-3.3,-30,2%,1%,10%,-9
Clc1ccc(-n2nnnc2CN2CCOCC2)cc1Cl,i,i,-1.0,5,4%,-2%,-1%,3
CC1=C(C)[N+](=O)C2CCCCC2N1[O-] (configuration not stated),i,-28%,-0.6,-13,11%,0%,-2%,-11

# The list continues:
SMILES,pAkt inh,PTHR1 agonist,CCT chaperon mod,D3 antag,EPAC2 ag,MmCpn inh,EPAC2 antagonist,D3 ag
CCn1c(CNC(=O)c2ccccc2F)cc2ccccc21,i,-13%,-6.1,6,6%,-20%,-4%,10
Cc1nc2cc(S(=O)(=O)N3CCC(C(=O)O)CC3)ccc2n1C1CCCC1,i,i,-11,-7,2%,1%,0%,-1
COc1ccc(S(=O)(=O)N2CC(C(=O)O)Oc3ccc(CC(=O)O)cc32)cc1 (configuration not stated),-123%*,i,-1.6,-19,4%,2%,-1%,3
CCOC(=O)c1c(-c2cccc([N+](=O)[O-])c2)csc1NC(=O)CCCOc1ccccc1OC,i,i,0.0,4,6%,-1%,-2%,-1
CCN(CC)c1ccc(Nc2nc(-c3cccnc3)cs2)cc1,i,-10%,-1.0,-23,23%,-2%,1%,4
CC1=CC(C)(C)N2C(=O)C3(C(C#N)=C(N)Oc4cc(C)oc(=O)c43)c3cccc1c32 (configuration not stated),i,-6%,-0.6,-18,8%,1%,-2%,-5
CCOC(=O)c1sc(-c2cccc(C(F)(F)F)c2)nc1O,i,i,0.3,26,-13%,-3%,4%,-10
CCN(c1ccc(NC(=O)c2cccc(S(=O)(=O)N3CCN(C)CC3)c2)cc1)C(C)C,i,-9%,1.3,-11,-8%,-2%,2%,-16
O=c1c(-c2ccccc2)coc2c(CN3CCOCC3)c(O)ccc12,i,i,-4.9,0,2%,-1%,5%,5
COc1ccccc1/C=C/c1nc2ccc(OC(C)=O)cc2c(=O)o1,i,i,-6.4,-1,10%,0%,-1%,1
Cn1c(=O)cc(N)n(-c2ccccc2)c1=O,i,i,1.3,-5,-3%,2%,2%,8
Cc1[nH]nc2c1C(c1ccsc1C)C(C#N)=C(N)O2 (configuration not stated),i,-12%[57.5 µM],-3.9,20,7%,-1%,-3%,1
CC(C)=CCN1CCN(Cc2ccoc2)CC1CCO (configuration not stated),i,i,-5.6,-21,11%,2%,-3%,-11
Cc1ccc(C(=O)NC(=S)N2CCCC2)cc1,i,-29%,1.9,-9,1%,-4%,11%,-10
COc1ccc2c(c1OC)C(=O)N(C(C)C(=O)O)C2=O (configuration not stated),i,-22%[57.5 µM],-0.4,16,4%,1%,-4%,3
O=C(Nc1ccc(OC(F)F)c(Cl)c1)c1ccccn1,i,-57%[inhibitor],0.0,-3,3%,-4%,8%,0
CC1(C)Cc2cccc(C(=O)Nc3ccc(F)cc3F)c2O1,i,-85%[inhibitor],-0.6,13,-3%,1%,-26%,-1
CN(C)c1ccc(C(=O)C(O)c2ccccc2Cl)cc1 (configuration not stated),i,-67%[inhibitor],-1.3,-3,0%,x,u,-1
O=C(Nc1sc2c(c1C(=O)NCC(O)CO)CCCC2)c1ccccc1 (configuration not stated),i,i,2.1,3,4%,x,1%,4
Cc1ccc2nc(NC(=O)C3=NN(c4ccccc4)C(=O)CC3)sc2c1,i,i,-0.9,28,5%,-6%,-4%,9

# The list goes on, starting with the last three of the part before.
SMILES,pAkt inh,PTHR1 agonist,CCT chaperon mod,D3 antag,EPAC2 ag,MmCpn inh,EPAC2 antagonist,D3 ag
CN(C)c1ccc(C(=O)C(O)c2ccccc2Cl)cc1 (configuration not stated),i,-67%[inhibitor],-1.3,-3,0%,x,u,-1
O=C(Nc1sc2c(c1C(=O)NCC(O)CO)CCCC2)c1ccccc1 (configuration not stated),i,i,2.1,3,4%,x,1%,4
Cc1ccc2nc(NC(=O)C3=NN(c4ccccc4)C(=O)CC3)sc2c1,i,i,-0.9,28,5%,-6%,-4%,9
Cc1ccc(S(=O)(=O)NCCC(=O)NCCc2ccccc2)cc1,i,-13%,0.5,12,7%,x,-1%,-7
COc1ccc(/C=N/NC(=O)c2cccc(Br)c2)cc1CSc1ccccn1,i,i,0.4,-6,0%,0%,7%,5
COC(=O)[C@]1(Cc2ccccc2)N[C@H](c2ccc(-c3ccc4c(c3)OCO4)cc2)[C@@H]2C(=O)N(C)C(=O)[C@@H]21,i,i,-0.1,-2,12%,-3%,6%,-17
CCN(CC)CCCN1C(=O)C(=O)/C(=C(/O)c2cc(C)ccc2C)C1c1cccnc1 (configuration not stated),i,i,-1.1,-5,1%,0%,-10%,-2
CCCCCC(=O)Nc1ccc(S(=O)(=O)Nc2nccc(C)n2)cc1,i,i,0.1,18,6%,-1%,-2%,5
COCCOC(=O)c1c(NC(=O)CN(C)c2ccccc2)sc(C(N)=O)c1C,i,9%,-5.9,-11,12%,-6%,6%,1
NC(=O)CC1SC(N)=NC1=O (configuration not stated),i,i,-5.5,3,6%,3%,4%,4
O=C(NC1CCCC1)c1cc(-c2ccc(F)cc2)on1,i,-16%,-1.1,-8,10%,-8%,5%,-5
O=C(CN1C(=O)NC2(CCCC2)C1=O)NCCN1C(=O)S/C(=C\c2ccccc2F)C1=O,i,-6%,-2.3,1,3%,1%,1%,1
CC(C)[C@@H](C(=O)N1CCN(Cc2ccc3c(c2)OCO3)CC1)n1nnc2ccccc2c1=O,i,i,0.0,2,4%,2%,1%,-8
O=C(c1ccc(F)cc1)N1CCCCC(S(=O)(=O)c2ccccc2)C1=O (configuration not stated),i,-29%,-1.7,3,2%,0%,8%,-2
Cn1cnc(S(=O)(=O)Nc2ccc(C(F)(F)F)cc2)c1,i,i,-4.3,21,-7%,1%,-3%,6
COc1ccc2c(c1)C1=NN(/C(C)=C/C(C)=O)C(c3ccc(F)cc3)C1CC2 (configuration not stated),i,-70%[inhibitor],-1.8,4,11%,1%,-1%,2
O=C(Nc1ccc(-n2nncc2-c2ccco2)cc1)c1cccc(F)c1,x,i,-3.3,-14,20%,-4%,-8%,-21
CCCCN(CC)Cc1c(C)[nH]c2c(ccc3ccccc32)c1=O,i,-24%,-13,8,1%,0%,5%,-7
Cc1c(C(=O)c2ccc(F)cc2F)c2ccccn2c1CCc1ccccn1,i,-46%[inhibitor],1.9,25,10%,x,-17%,8
O=C(CN1CCN(c2ccccn2)CC1)Nc1cccc(Cl)c1Cl,i,i,-1.4,-3,16%,4%,-5%,-10
CC(C)NC(=NCc1ccc(Cl)cc1Cl)Nc1ccccc1,i,-1%,-1.1,-19,4%,-1%,10%,-11
CCOc1ccc(-c2nnn(CC(=O)NCc3ccc(C)cc3)n2)cc1,i,i,-1.6,4,6%,1%,6%,3
C/C(Cl)=C/CSc1nc2c(c(=O)[nH]c(=O)n2C)n1C(C)C,i,i,0.7,45,6%,1%,8%,0
O=C(CSc1nnc(-c2ccccc2)o1)c1ccc2c(c1)OCCO2,i,i,-0.8,-4,-2%,-2%,-1%,-12
